JMJD2C inh = inhibitors of GASC-1 histone demethylase, primary screen, biochemical, fluorescence, DELFIA europium; Lysine-specific demethylase 4C (Homo sapiens), Q9H3R0; GST-JMJD2C(1-420) H3K9me3 demethylation; inhibition, % at 2.35 µM; 330,000 compounds, 0.069% hits; AID 2099, 2009;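 active = more than half of a compound's replicate wells show inhibition beyond 50%, single wells judged on their own value; inconclusive = some, but no more than half, of replicates pass 50% inhibition; inactive = no replicate passes 50% inhibition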;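 note: signal counts dimethyl H3K9 product captured on neutravidin plate; 0% = median of DMSO wells and 100% = 0.3 times that DMSO median; strong numbers were not always called active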
Target sequence (Q9H3R0 1-420 limits assumed): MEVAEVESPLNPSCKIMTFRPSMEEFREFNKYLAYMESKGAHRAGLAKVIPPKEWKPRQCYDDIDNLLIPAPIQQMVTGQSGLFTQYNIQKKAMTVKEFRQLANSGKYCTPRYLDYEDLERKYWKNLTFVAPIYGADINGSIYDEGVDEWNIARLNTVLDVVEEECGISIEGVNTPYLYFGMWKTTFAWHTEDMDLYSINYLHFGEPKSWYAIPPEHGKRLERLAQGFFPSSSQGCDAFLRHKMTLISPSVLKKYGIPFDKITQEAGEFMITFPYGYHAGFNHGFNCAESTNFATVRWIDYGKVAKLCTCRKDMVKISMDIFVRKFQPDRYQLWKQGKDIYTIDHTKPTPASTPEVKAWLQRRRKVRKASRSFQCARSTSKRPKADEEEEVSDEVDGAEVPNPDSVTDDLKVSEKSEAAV
MEP2 TOR yeast = modulators of MEP2-GFP levels in yeast, primary screen, S. cerevisiae, multiplex flow cytometry, MLPCN library; GFP response vs DMSO, % at 10 µM; S. cerevisiae MEP2-GFP strain, 3 h; 100% = DMSO control level; 330,000 compounds, 0.51% hits;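 active = GFP response versus DMSO above a set limit, roughly screen mean plus 3 SD, cut at about 180% in these data; inconclusive = fewer than 70 cells counted for a yeast strain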;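 note: median GFP fluorescence of the barcode-gated MEP2-GFP cells per well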
VLA-4 inh = inhibition in human VLA-4 binding assay, primary screen, VLA-4 allosteric modulator project, MLPCN library, flow cytometry, VLA-4 expressing cells; AID 2557, 2010; Integrin alpha-4 (Homo sapiens), P13612; 330,000 compounds, 0.2% hits; ligand binding flow cytometry; inhibition, % (about 7 µM as worked out from the volumes in the protocol); in the data active = inhibition above about 50%
CIT2-GFP yeast = modulators of CIT2-GFP expression in yeast, primary screen, S. cerevisiae, GFP fusion, multiplex flow cytometry, MLPCN library; S. cerevisiae CIT2-GFP strain, 3 h; 100 means same as DMSO wells; 320,000 compounds, 0.065% hits; AID 2029, 2009; GFP response vs DMSO, % at 10 µM;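 active = GFP response relative to DMSO above a set limit, near the screen mean plus 3 SD, cut at about 150% in these data; inconclusive = Fewer than 70 cells measured for a yeast strain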;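 note: ratio of well median GFP fluorescence to mean of DMSO wells on the plate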
AGP1 TOR yeast = modulators of AGP1-GFP expression in yeast TOR pathway, primary screen, cell-based, multiplex flow cytometry, S. cerevisiae, MLPCN library. 3 h; GFP as percent of DMSO wells. GFP response vs DMSO, % at 10 µM. 320,000 compounds, 0.02% hits;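 active = GFP response relative to DMSO above a set limit, near screen average plus 3 SD, cut at about 150% in these data; inconclusive = fewer than 70 cells counted for the yeast strain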;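 note: median GFP channel fluorescence of the gated AGP1 strain per well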
GRK2 aptamer HTS = compounds blocking aptamer binding on GRK2 – biochemical, human GRK2, bead flow cytometry, HTS, primary screen | FAM-aptamer displacement from GRK2 | Beta-adrenergic receptor kinase 1 (Homo sapiens), P25098 | 330,000 compounds, 0.59% hits | inhibition of aptamer binding, % at 10 µM;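 active = inhibition of aptamer binding above 40%, roughly 3 SD of noise, on plates passing a quality check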;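 note: median bead fluorescence of bound FAM aptamer so fluorescent compounds give negative values; no value below 0 was filed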
Target sequence (P25098 whole entry, looked up): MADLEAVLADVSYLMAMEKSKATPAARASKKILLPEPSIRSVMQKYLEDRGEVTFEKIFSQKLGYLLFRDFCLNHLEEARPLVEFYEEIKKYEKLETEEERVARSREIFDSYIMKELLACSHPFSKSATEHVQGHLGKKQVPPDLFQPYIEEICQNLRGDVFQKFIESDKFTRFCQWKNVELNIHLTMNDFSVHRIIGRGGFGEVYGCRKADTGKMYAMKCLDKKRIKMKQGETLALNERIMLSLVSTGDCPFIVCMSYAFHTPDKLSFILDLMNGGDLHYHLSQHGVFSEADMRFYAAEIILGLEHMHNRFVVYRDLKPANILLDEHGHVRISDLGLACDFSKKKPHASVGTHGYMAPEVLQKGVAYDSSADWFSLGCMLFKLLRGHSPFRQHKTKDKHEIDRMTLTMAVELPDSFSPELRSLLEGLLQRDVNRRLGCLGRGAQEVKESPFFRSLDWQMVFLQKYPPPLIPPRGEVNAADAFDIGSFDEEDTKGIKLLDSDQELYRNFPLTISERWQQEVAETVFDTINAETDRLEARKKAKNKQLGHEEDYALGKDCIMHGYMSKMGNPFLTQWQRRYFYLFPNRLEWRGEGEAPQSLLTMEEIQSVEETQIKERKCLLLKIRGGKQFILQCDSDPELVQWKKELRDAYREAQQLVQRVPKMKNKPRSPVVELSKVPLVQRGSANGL
RPL19A-GFP yeast = RPL19A-GFP expression modulators in yeast, primary screen, cell-based, S. cerevisiae, multiplex flow cytometry, MLPCN. S. cerevisiae RPL19A-GFP strain, 3 h; active compounds read low. percent response vs DMSO, % at 10 µM. 330,000 compounds, 0.3% hits;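 active = percent response vs DMSO below 50%; inconclusive = fewer than 70 events counted for the yeast strain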;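 note: median channel GFP fluorescence of the barcoded RPL19A-GFP strain; ratio of sample median GFP to plate DMSO average so 100% = DMSO; lower means less RPL19A-GFP as with rapamycin TOR inhibition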
LAP4-GFP MLPCN = modulators of LAP4-GFP expression in yeast, primary screen, S. cerevisiae, multiplex flow cytometry, MLPCN library; GFP response vs DMSO, % at 10 µM; AID 2023, 2009; 3 h; median GFP as percent of DMSO wells; 320,000 compounds, 0.34% hits;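 active = GFP response vs DMSO above a set limit, about the screen mean plus 3 SD, cut at about 150% in these data; inconclusive = under 70 cell events counted for the yeast strain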
* = called active by the depositor; ? = inconclusive; · = no result given; & = joins results of further samples; [ ] = dose if it differs, or a comment.

JMJD2C inh	MEP2 TOR yeast	VLA-4 inh	CIT2-GFP yeast	AGP1 TOR yeast	GRK2 aptamer HTS	RPL19A-GFP yeast	LAP4-GFP MLPCN	compound
-20	95	-4	94	91	0	92	91	O=Cc1c(-c2ccccc2)cc2oc3ccccc3cc1-2
3	108	0	98	95	0	102	100	O=C(Cn1ncc2c1-c1ccccc1OC2)Nc1nc2ccccc2s1
-2	99	7	95	90	1	102	88	COCCn1c(SCC(=O)Nc2cccc(F)c2)nc2c([nH]c3ccccc32)c1=O
0	96	-3	98	95	0	92	92	Cc1cc(C)cc(-c2nnc(SCC(=O)NC3CC3)o2)c1
24	88	3	79	93	0	94	82	CCOc1cc(C(=O)N2CCCC2)cc(OCC)c1OCC
-41	99	-3	101	102	0	96	107	O=C(CNC(=O)c1cccs1)NCC(=O)OCc1ccccc1Br
-10	98	0	100	97	2	102	96	Cc1cc(Nc2cccc(Cl)c2)nc(NCc2ccccc2)n1
18	92	17	100	97	1	104	89	CC(=O)Oc1c(C(=O)c2nnc(C)o2)c(=O)n(C)c2ccccc12
2	104	-13	105	104	6	102	101	CCc1cccc(CC)c1-n1c(SCC(=O)N2CCc3ccccc32)nc(O)cc1=O
35	83	2	75	·	0	80	79	CCC(=O)Nc1cc2c(C)cc(=O)oc2cc1C
2	97	9	92	98	0	97	98	O=C(Nc1nnc(-c2ccccc2SCc2ccccc2)s1)Nc1ccccc1F
11	98	-10	99	98	2	98	98	COC(=O)CNC(=O)C12CC3CC(C1)CC(c1ccc(C)cc1)(C3)C2
-6	117	-7	102	101	3	100	99	Cc1nc(C)c(-c2csc(Nc3ccc(N)cc3)n2)s1
9	106	8	101	102	1	103	105	COCCn1c(C)cc(/C=C2/NC(=O)N(Cc3ccc(C)cc3)C2=O)c1C
-28	98	1	93	96	3	95	98	COc1ccccc1-c1ccc2nnc(SC)n2n1

Further entries follow.
JMJD2C inh	MEP2 TOR yeast	VLA-4 inh	CIT2-GFP yeast	AGP1 TOR yeast	GRK2 aptamer HTS	RPL19A-GFP yeast	LAP4-GFP MLPCN	compound
12	119	-11	93	95	0	91	97	Cc1ccc(NC(=O)c2cccc(S(=O)(=O)N3CCCC3)c2)nc1
9	100	3	97	95	4	101	99	CCOc1ccc(C(=O)Cc2cc3cccc(OC)c3oc2=O)cc1
-3	98	-1	90	92	0	96	97	CCCCOc1cccc(OCC(=O)Nc2nc3ccccc3[nH]2)c1
2	98	22	98	76	0	94	89	Cc1ccc(CN2CC[C@H]3C=CCc4cccc(c43)C2)cc1
-11	101	8	102	100	2	97	99	Cc1nn(C)c(C(=O)N/N=C/c2ccccn2)c1[N+](=O)[O-]
-5	101	21	101	98	0	97	99	CCN(C(=O)c1coc(=O)c(Br)c1)c1ccc2c(c1)OCO2
2	98	15	90	90	2	92	107	CC(NC(=O)c1ccc(Cl)cc1)C(=O)N1CCCCC1 (stereo unspecified)
6	95	12	106	91	2	91	94	Cn1cc([N+](=O)[O-])c(C(=O)Nc2ccc(Br)cn2)n1
3	100	15	101	100	0	98	99	CC(C)(C)n1nnnc1CN(Cc1ccc(F)cc1)Cc1ccco1
1	97	8	95	99	2	96	97	CCN(CC)C(=O)c1sc2nc(-c3ccc(OC)cc3)cn2c1C
-4	104	23	102	104	1	99	98	Cc1cc(C)c(OCC(=O)OCC(=O)NCCC2=CCCCC2)c(C)c1
3	107	-6	115	60	0	·	103	CC(C)CCn1c(SCCc2ccccc2)nc2c1c(=O)[nH]c(=O)n2C
6	103	13	100	106	0	100	94	CCS(=O)(=O)N1CCC(C(=O)NCCN2CCN(Cc3ccccc3)CC2)CC1
-4	107[may fluoresce green]	14	115[may fluoresce green]	109[may fluoresce green]	0	101[may fluoresce green]	120[may fluoresce green]	Cc1occc1C(=O)N/N=C/C=C/c1ccc(N(C)C)cc1
54	101	3	99	100	0	99	96	O=C(CSc1nnc(-c2ccco2)n1Cc1ccccc1)OC1CCCCC1

Remaining list, next part
JMJD2C inh	MEP2 TOR yeast	VLA-4 inh	CIT2-GFP yeast	AGP1 TOR yeast	GRK2 aptamer HTS	RPL19A-GFP yeast	LAP4-GFP MLPCN	compound
-14	108	-4	100	97	0	106	99	O=C(OCc1c(F)cccc1Cl)c1cnc2ccccc2n1
6	85	18	86	84	0	90	129	O=C(/C(=C/c1ccc(Cl)cc1)c1nc2ccccc2[nH]1)c1cccs1
-3	103	-1	97	99	0	101	93	Cc1cc(C(=O)OCC(=O)N2CC(C)CC(C)C2)c(C)o1 (stereo unspecified)
28	111	0	95	102	0	103	107	O=C(CCOc1ccccc1)OCC(=O)c1cc2ccccc2o1
3	106	-8	101	109	0	101	112	Cc1cc(C)n2nc(C(=O)OCC(=O)N(CCC#N)c3ccc(F)cc3)nc2n1
-16	99	10	90	96	1	100	103	CCCc1c(OCCCCc2nn[nH]n2)ccc(C(C)=O)c1O
4	100	-6	103	102	1	100	101	COc1ccccc1C(=O)Nc1ccc(N2CCN(S(C)(=O)=O)CC2)cc1
0	99	13	92	97	0	96	96	O=C(NNC(=O)c1ccccc1O)c1ccco1
6	92	10	96	89	0	102	99	O=C(CNC(=O)c1ccco1)N/N=C/c1c[nH]c2ccccc12
1	100	7	93	98	0	102	105	CC(C)CNS(=O)(=O)c1ccc(CCC(=O)NCc2ccncc2)cc1
-3	387*[may fluoresce violet]	-4	?	18[may fluoresce violet]	0	58[may fluoresce violet]	83[may fluoresce violet]	O=C(Nc1ccc(Cl)cc1)C1C2C=CC3(O2)C1C(=O)N(CCN1CCCCC1)C3C(=O)NC1CCCCC1 (stereo unspecified)
-7	95	4	97	96	6	97	91	CC(=O)Oc1c(C)c(=O)n(C)c2ccccc12
-2	98	2	78	103	0	99	94	Nc1sc(-c2ccccc2)n[n+]1Cc1cccc2cccnc12
16	98	22	99	92	0	96	98	O=C(c1c(F)cccc1F)N1CCN(c2cccc(C(F)(F)F)c2)CC1
-19	102	0	104	97	5	100	105	O=c1c2ccccc2c(-c2ccccc2)nn1Cc1c(Cl)cccc1Cl

More structures.
JMJD2C inh	MEP2 TOR yeast	VLA-4 inh	CIT2-GFP yeast	AGP1 TOR yeast	GRK2 aptamer HTS	RPL19A-GFP yeast	LAP4-GFP MLPCN	compound
3	109	0	104	92	0	102	93	COc1ccc(S(N)(=O)=O)cc1C(=O)NCC(C)(C)N1CCCCC1
-5	87	-2	·	87	0	91	82	CCCn1c(=O)c(C(=O)NCc2cccnc2)c(O)c2ccccc21
-4	96	-15	90	102	2	97	96	CC(C)(C)NC(=O)C(OC(=O)c1cccs1)c1ccc(F)cc1 (stereo unspecified)
-1	95	16	94	93	0	96	90	CC1CCCCN1C(=O)COC(=O)/C=C/c1ccc2ccccc2n1 (stereo unspecified)
14	99	-19	99	99	0	103	93	O=C1c2ccccc2C2=Nc3ccccc3SC(c3ccc(Cl)cc3)C12 (stereo unspecified)
8	106	10	132	78	0	109	75	CC(NC(=O)OCc1ccccc1)C(=O)Oc1cc2oc(=O)cc(-c3ccccc3)c2cc1Cl (stereo unspecified)
2	109	9	101	102	0	99	108	Cc1nn(CC(=O)NCCCN2C(C)CCCC2C)c(=O)c2cc3occc3n12 (stereo unspecified)
-14	103	1	95	100	7	101	104	O=S(=O)(Cc1ccc(Cl)cc1)NCC1CCCO1 (stereo unspecified)
-8	100	-10	107	104	1	101	107	CC(=O)NCCOc1cccc2ccccc12
-38	108	0	100	99	0	107	103	COc1cc(NC(=O)Cn2cnc3sc(C)c(S(=O)(=O)N4CCN(C)CC4)c3c2=O)cc(OC)c1OC
0	97	5	93	102	1	97	98	COc1ccc(-c2[nH]ncc2CN(C)C(C)c2ccon2)cc1F (stereo unspecified)
-25	98	-5	105	100	0	97	93	O=C(CC(=O)Nc1cc(Cl)ccc1Cl)Nc1cc(Cl)ccc1Cl
3	101	-4	108	109	0	101	106	Cc1cnc(NC(=O)CSC(=S)N2CCOCC2)s1
2&-10	97	-1	104	99	2	98	98	O=S(=O)(Cc1ccccc1Cl)N1CCN(Cc2ccc3c(c2)OCO3)CC1
·	100	4	103	104	3	103	103	CC(C)(C)n1nc2c(c1NC(=O)c1ccc(S(=O)(=O)N3CCCCC3)cc1)CS(=O)C2 (stereo unspecified)

An excerpt from above in order of length of the SMILES, rising.
JMJD2C inh	MEP2 TOR yeast	VLA-4 inh	CIT2-GFP yeast	AGP1 TOR yeast	GRK2 aptamer HTS	RPL19A-GFP yeast	LAP4-GFP MLPCN	compound
-8	100	-10	107	104	1	101	107	CC(=O)NCCOc1cccc2ccccc12
3	101	-4	108	109	0	101	106	Cc1cnc(NC(=O)CSC(=S)N2CCOCC2)s1
-1	95	16	94	93	0	96	90	CC1CCCCN1C(=O)COC(=O)/C=C/c1ccc2ccccc2n1 (stereo unspecified)
-5	87	-2	·	87	0	91	82	CCCn1c(=O)c(C(=O)NCc2cccnc2)c(O)c2ccccc21
14	99	-19	99	99	0	103	93	O=C1c2ccccc2C2=Nc3ccccc3SC(c3ccc(Cl)cc3)C12 (stereo unspecified)
2&-10	97	-1	104	99	2	98	98	O=S(=O)(Cc1ccccc1Cl)N1CCN(Cc2ccc3c(c2)OCO3)CC1
2	109	9	101	102	0	99	108	Cc1nn(CC(=O)NCCCN2C(C)CCCC2C)c(=O)c2cc3occc3n12 (stereo unspecified)
8	106	10	132	78	0	109	75	CC(NC(=O)OCc1ccccc1)C(=O)Oc1cc2oc(=O)cc(-c3ccccc3)c2cc1Cl (stereo unspecified)
·	100	4	103	104	3	103	103	CC(C)(C)n1nc2c(c1NC(=O)c1ccc(S(=O)(=O)N3CCCCC3)cc1)CS(=O)C2 (stereo unspecified)
-38	108	0	100	99	0	107	103	COc1cc(NC(=O)Cn2cnc3sc(C)c(S(=O)(=O)N4CCN(C)CC4)c3c2=O)cc(OC)c1OC

Other structures
JMJD2C inh	MEP2 TOR yeast	VLA-4 inh	CIT2-GFP yeast	AGP1 TOR yeast	GRK2 aptamer HTS	RPL19A-GFP yeast	LAP4-GFP MLPCN	compound
-1	110	-2	97	101	1	98	109	CCOC(=O)C1CCN(Cc2cnc(Oc3ccc(C(C)(C)C)cc3)s2)CC1
11	99	10	98	99	5	96	93	COc1cccc(C(=O)Nc2cccc(C(=O)NCC(C)C)c2)c1
1	98	9	88	91	0	97	99	Cn1c(SCC(=O)c2ccccc2)nnc1-c1ccco1
-2	99	-2	103	98	20	100	97	O=C1c2cccc3cccc(c23)N1Cc1ccc(F)cc1
4	97	-5	95	99	1	103	99	FC(F)(F)COc1ccc(-n2ccnc2)nn1

Arranged by molar mass (rising): some entries from above
JMJD2C inh	MEP2 TOR yeast	VLA-4 inh	CIT2-GFP yeast	AGP1 TOR yeast	GRK2 aptamer HTS	RPL19A-GFP yeast	LAP4-GFP MLPCN	compound
4	97	-5	95	99	1	103	99	FC(F)(F)COc1ccc(-n2ccnc2)nn1
1	98	9	88	91	0	97	99	Cn1c(SCC(=O)c2ccccc2)nnc1-c1ccco1
·	100	4	103	104	3	103	103	CC(C)(C)n1nc2c(c1NC(=O)c1ccc(S(=O)(=O)N3CCCCC3)cc1)CS(=O)C2 (stereo unspecified)
